Screening results deposited in PubChem by several laboratories.
NR2E3 ag-1: NR2E3 agonists in two-hybrid cells, primary screen, cell-based, luminescence, CHO-S, Gal4-NCOR/VP16-NR2E3 | AID 602229, 2012 | Photoreceptor-specific nuclear receptor (Homo sapiens), Q9Y5X4 | 360,000 compounds, 0.35% hits | inhibition of corepressor binding, % at 3.98 µM | luciferase;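 active = inhibition above the mean of all tested compounds plus 3 SD, cut at about 70% in these data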;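 note: 0% = DMSO with NR2E3 transfected cells and 100% = cells lacking NR2E3 construct; higher means lower luciferase signal from less NR2E3 corepressor binding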
Target sequence (Q9Y5X4 whole entry, looked up, the tested form may be a part): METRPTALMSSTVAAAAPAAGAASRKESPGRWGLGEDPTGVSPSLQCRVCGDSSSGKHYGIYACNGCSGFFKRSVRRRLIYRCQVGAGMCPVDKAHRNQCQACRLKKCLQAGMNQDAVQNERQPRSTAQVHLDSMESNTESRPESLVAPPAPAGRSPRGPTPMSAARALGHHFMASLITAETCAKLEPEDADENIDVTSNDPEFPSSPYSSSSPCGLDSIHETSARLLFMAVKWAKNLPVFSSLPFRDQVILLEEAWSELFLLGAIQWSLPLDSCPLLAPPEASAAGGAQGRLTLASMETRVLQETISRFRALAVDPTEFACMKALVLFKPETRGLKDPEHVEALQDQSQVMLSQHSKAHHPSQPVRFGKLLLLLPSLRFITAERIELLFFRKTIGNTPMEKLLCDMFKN
Peg3 promoter: Peg3 promoter-driven luciferase inhibitors, primary screen, cell-based, HeLa, luciferase luminescence; 360,000 compounds, 1.7% hits; inhibition, % at 20 µM; HeLa PEG-Prom luciferase reporter, overnight;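 active = inhibition of at least 50% at 20 µM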
TRAIL sens C8: viability loss with TRAIL in NB7+C8 cells, primary screen, TRAIL sensitizer project, cell-based, ATPlite luminescence; inhibition (viability loss, TRAIL sensitization), % at 10 µM; 360,000 compounds, 1% hits;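 active = compounds causing at least 50% loss of cell viability in the single-dose screen, relative to plate controls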
HIF-2a block: HIF-2a reporter inhibitors, primary screen, luminescence, 786-0 RCC cells; 786-0 RCC cells HIF-2a reporter, luciferase luminescence, overnight; inhibition, % at 18.8 µM; 360,000 compounds, 0.72% hits;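 active = inhibition of the luminescence signal of 40% or more relative to plate controls, in a single-dose primary screen at 18.75 µM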
TROY signal inh: inhibitors of TROY-driven NF-kB signaling, primary screen, Q293 LMP1-TROYcd cells, NF-kB luciferase, uHTS. Q293 LMP1-TROYcd NF-kB luciferase reporter, 4 h. inhibition, % at 10 µM. 360,000 compounds, 0.98% hits;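 active = compounds whose plate-normalised and pattern-corrected inhibition of the luciferase reporter signal at the single screening dose is 50% or more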
TRPM1 prom inh: inhibitors of MITF-dependent TRPM1 promoter reporter, primary screen, cell-based, SK-MEL-5, single point, luciferase; SK-MEL-5 TRPM1 promoter luciferase, 24 h; inhibition, % at 12.5 µM; 330,000 compounds, 0.83% hits;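 active = mean inhibition across replicates of 60% or more, whatever share of single replicates reaches that level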; note: values of inactives mirror those of a sister screen read the other way
CF NFkB block: inhibitors of PAF-induced NF-kB signaling, primary screen, cell-based, GFP fluorescence, uHTS. 360,000 compounds, 0.86% hits. KKLEB NF-kB-GFP reporter, GFP fluorescence overnight. inhibition, % at 5 µM;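 active = at least 50% inhibition at 5 µM, scaled per plate between neutral and stimulator controls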;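 note: PAF is a Pseudomonas aeruginosa culture filtrate used as stimulus; plate controls were PAF-stimulated DMSO wells for no effect and unstimulated DMSO wells for full effect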
TWEAK Fn14 block: inhibitors of TWEAK-Fn14 signaling, primary screen, luciferase reporter cells, uHTS; TWEAK-stimulated Fn14 reporter cells, luciferase luminescence, 8 h; inhibition, % at 10 µM; 360,000 compounds, 2% hits; AID 1159606, 2016; in the data active = inhibition above about 50%
Shn3 inh set2: reduction of Shn3 3'UTR firefly luciferase signal, primary screen, Schnurri-3 inhibitor project, cell-based, Clone20 osteoblasts, set 2 | AID 588674, 2011 | 360,000 compounds, 0.52% hits | inhibition, % at 12.5 µM | Clone20 osteoblast Shn3 3'UTR firefly luciferase, 24 h;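 active = mean inhibition of at least 75% with every replicate also reaching 75%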;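 note: 0% = median of neutral control wells and 100% = pilot-screen positive control compound; some compounds past the cut are filed as inactive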
NR2E3 ag-2: inhibitors of NR2E3-RetCOR corepressor binding, primary screen, NR2E3 agonist project, biochemical, TR-FRET, GST-NR2E3, biotin-RetCOR. AID 2300, 2010. 320,000 compounds, 0.12% hits. 1536-well. Photoreceptor-specific nuclear receptor (Homo sapiens), Q9Y5X4. inhibition of corepressor binding, % at 4.78 µM;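 active = percent inhibition above the cutoff of mean plus 3 SD of all tested compounds, set per screening campaign, cut at about 20% in these data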;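 note: 0% = DMSO wells and 100% = biotin wells as full block of FRET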
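Assay system: NR2E3–RetCOR corepressor complex. Quantity: 1.35 nM GST-NR2E3. Buffer or medium: pH 7.5 Tris-based buffer. Reagent: biotinylated RetCOR corepressor at 7 nM final. Schedule: 5 h at 4 °C. Detection: TR-FRET, emission read at 617 and 671 nm. Replicates: one well per compound, singlicate testing.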
KKLEB tox: cytotoxicity in KKLEB CF airway cells, primary screen, cytotoxicity control for CF NF-kB inhibitor project, cell-based, uHTS, fluorescence assay plates; KKLEB CF airway cells viability, ATPlite luminescence, overnight; active compounds read low; cells stimulated with P. aeruginosa culture filtrate; activity change (cytotoxicity), % at 5 µM; 360,000 compounds, 0.36% hits; AID 602141, 2011;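 active = corrected activity change at or below -50% at 5 µM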
* marks the source's active call; other numbers are inactive results; nt = not tested or not shown.

Structure	TRPM1 prom inh	HIF-2a block	Shn3 inh set2	TWEAK Fn14 block	TRAIL sens C8	NR2E3 ag-2	Peg3 promoter	CF NFkB block	NR2E3 ag-1	KKLEB tox	TROY signal inh
Cc1cccc(C(=O)c2cn[nH]c2-c2ccc(C)cc2O)c1	10	9	18	17	-15	-3	18	3	-2	6	17
O=C1CSC(=Nc2ccccc2)N1Cc1ccccc1	-22	4	12	-8	-5	0	15	-7	-2	2	20
COC(=O)c1ccccc1N(C)S(=O)(=O)c1cc2c(cc1C)OCC(=O)N2	1	14	5	-13	-5	2	16	11	-8	-10	9
COc1ccccc1CNCC(=O)Nc1ccc(N2CCOCC2)cc1	12	10	13	3	-8	0	17	19	-33	-8	7
COc1ccc(OC)c(C(C(=O)NC2CCCCC2)N(Cc2ccco2)C(=O)c2ccccn2)c1 (stereo not drawn)	5	16	-2	1	-4	-1	6	-5	4	1	10
O=C(CCCc1ccccc1)Nc1ccccc1C(F)(F)F	-22	-47	-24	-1	-4	0	-28	12	11	-1	-17
Cc1nn(Cc2ccc(Cl)cc2)c(C)c1NC(=O)c1cc(-c2ccco2)on1	11	5	14	20	11	2	6	4	25	-3	12
O=C(Nc1ccc(Br)cc1)C1CC(c2c(F)cccc2Cl)=NO1 (stereo not drawn)	-13	-117	-12	-10	-10	0	-120	5	-5	-1	-16
COc1ccc(NC(=O)CN(C)C(=O)Cc2c(C)nc3ccccc3c2C)cc1	15	17	24	8	14	0	17	-5	28	4	15
O=C(COC(=O)C1CC(O)CN1S(=O)(=O)c1ccc(Cl)cc1)c1cccc(Cl)c1 (stereo not drawn)	2	15	-11	6	-1	-4	8	8	-9	0	-2
CCCC(=O)C1C(=O)CC(CC(C)SCC)CC1=O (stereo not drawn)	-1	-9	7	6	3	3	14	10	-14	1	-10
CCOC(=O)c1ccc2nc(NC(C)=O)sc2c1	-38	-213	-64	-9	-15	4	-211	7	-104	-8	-52
O=C(Nc1ccccc1F)C1CCCC1	-6	20	0	-8	6	-1	2	10	-6	-4	-24
COC(=O)c1ccccc1S(=O)(=O)N1CCn2cccc2C1C (stereo not drawn)	-6	18	5	2	-2	1	-5	9	-17	7	9
COCCn1nnnc1SCC(=O)NCc1ccc2c(c1)OCO2	8	6	-13	8	3	1	-9	-7	-11	-3	-2
Cc1ccc2oc(=O)c3cnn(CC(=O)NC4CCN(Cc5ccccc5)CC4)c3c2c1	-6	15	58	3	2	-1	2	-14	-22	-4	-2
Cc1nc2sc(C(c3ccccc3)N3CCN(c4ccccc4F)CC3)c(O)n2n1 (stereo not drawn)	11	10	-4	3	2	1	7	-1	-7	9	10
COc1ccc(CC(=O)Nc2ccc(OC(C)=O)cc2C(=O)O)cc1	-2	5	-6	6	0	4	4	2	1	13	13
Cc1ccc(NC(=O)CCCN2C(=O)/C(=C/C=C/c3ccccc3)SC2=S)cc1	-5	14	-1	-6	4	2	-20	-16	-17	-17	-24
Cc1cc(=O)oc2c(C)c(OCC(=O)NCCCN3CCCC3=O)ccc12	-8	-14	-8	-11	-5	-2	-39	11	-12	-7	1
CCC(CC)C(=O)Nc1nnc(S(=O)(=O)Nc2ccc(OC)cc2)s1	-10	4	-14	-5	-7	0	8	3	5	2	7
CCOC(=O)C1CCN(S(=O)(=O)c2ccc3c(c2)N(C)C(=O)CC(=O)N3C)CC1	-3	-12	2	-5	3	0	15	6	-7	1	-12
CCOC(=O)c1cc2c(=O)n3cccc(C)c3nc2n(Cc2ccco2)c1=NC(=O)c1ccc(C)cc1	11	19	14	-15	-12	nt	-13	6	-28	-7	17
COc1ccc(CCN(C)Cc2nc(-c3cnccn3)no2)cc1OC	-2	12	-3	2	0	1	5	16	-14	-6	2
CCC1CCCCN1Cc1ccc(CNS(=O)(=O)c2ccc3c(c2)oc(=O)n3C)o1 (stereo not drawn)	5	11	17	5	-1	-3	11	-6	-13	3	10
COc1cccc2c1O/C(=N\O)C(C(=O)Nc1cccc(Br)c1)C2 (stereo not drawn)	-5	-91	5	1	-18	nt	-72	-11	-24	5	-30
CCN(CC(=O)Nc1ccc(NC(C)=O)cc1)C(=O)c1cc2c(s1)CCCC2	3	-2	10	-11	3	1	4	5	-5	-5	-17
O=S(=O)(c1ccc(Cl)cc1)N1CCN=C1SCc1ccc(Cl)c(Cl)c1	-67	10	1	0	-2	1	-4	-1	7	12	14
CCOc1ccccc1NC(=O)COC(=O)C1COc2ccccc2O1 (stereo not drawn)	nt	4	4	4	0	nt	1	16	-3	-11	0
Cc1ccc(Cl)cc1N1CCN(C(=O)c2noc(C(C)C)c2[N+](=O)[O-])CC1	8	0	1	-11	95*	0	4	20	3	-9	-5

As entered above:
For TRAIL sens C8, `COC(=O)c1ccccc1N(C)S(=O)(=O)c1cc2c(cc1C)OCC(=O)N2` is entered as -5
For CF NFkB block, `CCOC(=O)C1CCN(S(=O)(=O)c2ccc3c(c2)N(C)C(=O)CC(=O)N3C)CC1` is entered as 6

Five structures from above, sorted by count of non-hydrogen atoms, smallest number first:
Structure	TRPM1 prom inh	HIF-2a block	Shn3 inh set2	TWEAK Fn14 block	TRAIL sens C8	NR2E3 ag-2	Peg3 promoter	CF NFkB block	NR2E3 ag-1	KKLEB tox	TROY signal inh
CCCC(=O)C1C(=O)CC(CC(C)SCC)CC1=O (stereo not drawn)	-1	-9	7	6	3	3	14	10	-14	1	-10
CCC(CC)C(=O)Nc1nnc(S(=O)(=O)Nc2ccc(OC)cc2)s1	-10	4	-14	-5	-7	0	8	3	5	2	7
CCOc1ccccc1NC(=O)COC(=O)C1COc2ccccc2O1 (stereo not drawn)	nt	4	4	4	0	nt	1	16	-3	-11	0
Cc1nn(Cc2ccc(Cl)cc2)c(C)c1NC(=O)c1cc(-c2ccco2)on1	11	5	14	20	11	2	6	4	25	-3	12
Cc1ccc(NC(=O)CCCN2C(=O)/C(=C/C=C/c3ccccc3)SC2=S)cc1	-5	14	-1	-6	4	2	-20	-16	-17	-17	-24

(next part)
Structure	TRPM1 prom inh	HIF-2a block	Shn3 inh set2	TWEAK Fn14 block	TRAIL sens C8	NR2E3 ag-2	Peg3 promoter	CF NFkB block	NR2E3 ag-1	KKLEB tox	TROY signal inh
Cc1cc(NS(=O)(=O)c2ccc(NC(=O)/C=C/c3ccccc3)cc2)no1	3	11	-12	12	2	-2	-11	-6	-5	-4	4
Cc1nc(N)c(Br)c(C)c1Br	-10	9	-1	7	-3	-1	4	12	34	-5	19
Oc1[nH]c2ccccc2c1N=NC(=S)NCCc1ccccc1	11	-61	-20	-9	0	1	-25	-2	-2	-10	-14
Cc1cc(F)ccc1NC(=O)C1CSC2(C)CCC(=O)N12 (stereo not drawn)	-3	18	1	3	-26	0	3	9	-13	-37	13
COC(=O)c1[nH]c2ccccc2c1NC(=O)CN1CCCc2ccccc21	8	-38	4	-20	-2	0	4	-2	-12	-30	-5
CCc1nn(CC(=O)N2CCC(C)CC2)c(=O)c2cccn12	-2	18	-3	4	5	1	9	2	-9	-1	-20
CN(C)C(CNC(=O)CSc1nc2sc3c(c2c(=O)n1C)CCCC3)c1ccccc1 (stereo not drawn)	-1	-9	24	-21	11	0	24	-4	13	-5	-1
COc1ccc(N2CCN(C(=O)CCSCc3ccccc3F)CC2)cc1	-2	-1	-16	-1	-6	0	-4	2	-1	13	-4
O=C(NCC1CC1)[C@]1(C(F)(F)F)C[C@H](CCC2CCCCC2)CCCO1	1	2	3	-9	6	-1	3	3	-1	-7	-13
CCCn1c(N2CCN(C)CC2)nc2c1c(=O)[nH]c(=O)n2C	10	10	1	-15	-6	-2	21	3	-4	1	12
O=C(Nc1ccccc1F)c1cc2nc(C(F)F)cc(C(F)F)n2n1	-57	-167	-34	-34	-15	1	-139	-12	-31	20	-80
Cc1nn2c(NCCOCCO)c3c(nc2c1-c1ccccc1)CCCC3	4	-41	-1	14	-6	3	-15	0	-21	1	3
O=C(CC1C[C@H](C(=O)N2CCOCC2)[C@@]2(CCC3CCCC3)c3[nH]c4ccccc4c3CCN2C1=O)NCCc1ccccn1 (stereo partly drawn)	1	0	-19	7	1	nt	10	11	-24	9	11

Arranged by the number under Shn3 inh set2 (ascending): some entries from above
Compound	Shn3 inh set2
COc1ccc(CC(=O)Nc2ccc(OC(C)=O)cc2C(=O)O)cc1	-6
Cc1nc(N)c(Br)c(C)c1Br	-1
CCOC(=O)c1cc2c(=O)n3cccc(C)c3nc2n(Cc2ccco2)c1=NC(=O)c1ccc(C)cc1	14

These rows are one share of the data (hit frequency here may not be typical).
